Assay outcomes deposited in PubChem BioAssay by several laboratories.
LYP phosphatase – inhibitors of LYP phosphatase, biochemical, fluorescence intensity, uHTS (AID 1779); 290,000 compounds, 0.054% hits; recombinant LYP phosphatase, fluorescence intensity; higher % means a stronger effect; inhibition, % at 11.5 µM; hits with a dose series show IC50 in µM;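 further: plate controls were vehicle with enzyme for no effect and no enzyme for full effect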
NOD1 inhibition – NOD1 signaling inhibitors, primary screen, cell-based, luminescence, uHTS (AID 1578); NOD1-driven NF-kB luciferase reporter cells, luminescence; higher % means a stronger effect; one-dose inhibition, % at 4 µM; EC50 in µM for titrated hits; 290,000 compounds, 1% hits; in the data active means inhibition mostly above about 36%, no sharp cut-off; inactive means mostly below about 34%;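 further: HEK-293T reporter cells stimulated with the NOD1 agonist gamma-tri-DAP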
Myeloid diff MLP – compounds promoting myeloid differentiation; ER-HoxA9 myeloid progenitors, lysozyme-GFP differentiation, flow cytometry; calls only at 10 µM; 360,000 compounds, 1% hits;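 active means normalized GFP-positive differentiation at or above the plate's own cutoff, the solvent-only control mean plus 3 SD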;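 further: cells exposed to compound for four days before flow analysis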
KOR beta-arrestin-1 – kappa opioid receptor activators – cell-based, luminescence, uHTS, primary screen (AID 1777); 280,000 compounds, 0.02% hits; KOR beta-arrestin recruitment, luminescence; higher % means a stronger effect; activation, % at 10 µM, or EC50 in µM where a hit was titrated; in the data active means activation above about 50%, passing the limit was not always enough; further: a part of the inactive calls stands beside numbers as strong as those of hits
Salmonella PhoP GFP – PhoP-dependent GFP reporter repression – Salmonella Typhimurium, primary screen (AID 1863). S. Typhimurium PhoP-regulated promoter GFP reporter, 4 h; higher % means a stronger effect. inhibition, % at 50 µM; hits with a dose series show IC50 in µM. 300,000 compounds, 0.16% hits;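 active means inhibition over 29.93%, a cutoff 3 SD above the screen mean, later confirmed by dose response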;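 further: 0% = low Mg2+ inducing control and 100% = high Mg2+ repressing control; strong numbers were not always called active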
KOR beta-arrestin-2 – KOR antagonists, beta-arrestin recruitment, cell-based, luminescence, uHTS (AID 1778); KOR beta-arrestin recruitment, luminescence, antagonist mode; higher % means a stronger effect; inhibition, % at 10 µM; hits with a dose series show IC50 in µM; 290,000 compounds, 0.091% hits; further: strong numbers were not always called active
NOD2 inhibition – NOD2 signaling inhibitors, cell-based, luminescence, uHTS, HEK293 (AID 1566). HEK293 NOD2/NF-kB luciferase reporter, luminescence; higher % means a stronger effect. 290,000 compounds, 0.63% hits. inhibition, % at 4 µM; hits with a dose series show EC50 in µM; further: many of its hits are not listed in these tables
HIV fusion peptide – cell-free HIV fusion peptide-binding blockers – biochemical, uHTS, fluorescence dequenching, primary screen (AID 1986) | cell-free peptide binding, fluorescence dequenching, 30 min; higher % means a stronger effect | inhibition, % at 20 µM; hits with a dose series show IC50 in µM | 290,000 compounds, 0.3% hits; in the data active means inhibition mostly above about 52%, no sharp cut-off; inactive means mostly below about 76%; further: some results filed as inactive read as strong as hits
Siah-1 displacement – blockers of Siah-1 interaction with plectin peptide – biochemical, fluorescence polarization, rhodamine-plectin, uHTS, primary screen (AID 1817) | Siah-1 / rhodamine-plectin peptide fluorescence polarization; higher % means a stronger effect | displacement, % at 20 µM, or IC50 in µM where a hit was titrated | 290,000 compounds, 0.02% hits;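 active means displacement of at least 50% at 20 µM, with a fluorescence ratio check between 0.3 and a set limit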;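 further: plate controls were Siah plus tracer with DMSO for no effect and tracer alone without Siah for full effect; strong numbers were not always called active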
Myeloid diff MLP GFP+ MAC1+ % – further read-out of Myeloid diff MLP, marked with its call; GFP+ MAC1+ double positive, %; measured here: differentiation confirmed by MAC1 staining
The depositor's hits bear a star; i = inactive; / = no result given; [ ] = dose if it differs, or a comment. Unless noted, no stated cut-off is given here; in the data, active means inhibition above about 50%; inactive means the rest. An excerpt; count on the stated rates, not on these rows.

entry	Molecule	LYP phosphatase	NOD1 inhibition	Myeloid diff MLP	Myeloid diff MLP GFP+ MAC1+ %	KOR beta-arrestin-1
1	COc1ccc(C(=O)N/C(=C\c2cn(C)c3ccccc23)C(=O)NCCCn2ccnc2)cc1OC	2.8%	-27.9%	i	6.5	0.2%
2	Cc1cc(Sc2nccn2C)ncc1[N+](=O)[O-]	1.4%	-9.0%	i	0.3	3.9%
3	Cc1ccc(Cc2cc(C)n[nH]c2=O)cc1	0.1%	-0.6%	i	0.5	-1.9%
4	COCCCn1c(Cc2csc(Nc3cccc(Cl)c3)n2)nnc1SCC(=O)OC1CCCCC1	2.5%	14.9%	/	/	6.3%
5	COc1cc(C(=S)N2CCOCC2)ccc1OC(=O)c1cc([N+](=O)[O-])c(C)c([N+](=O)[O-])c1	14.5%	-12.2%	i	0.8	-0.9%
6	S=C(NCCc1ccccc1)N1CCn2cccc2C1c1ccncc1 (stereo not drawn)	-1.2%	-15.6%	i	0.6	-0.9%
7	O=C(NC(=S)Nc1ccccc1N1CCCCC1)c1cccs1	0.7%	12.0%	i	0.5	1.1%
8	Cc1ccc(C(=O)COC(=O)c2ccc(O)cc2)cc1	-5.7%	-16.5%	i	0.1	-4.0%
9	S=C(Nc1ccc(Cc2ccncc2)cc1)Nc1cccc(Cl)c1	4.4%	-13.9%	i	0.5	-1.5%
10	Cc1c(Cl)cccc1NC(=S)N(Cc1ccco1)C(C)c1ccccn1 (stereo not drawn)	-1.3%	-10.5%	i	0.5	-5.1%

entry	Salmonella PhoP GFP	KOR beta-arrestin-2	NOD2 inhibition	HIV fusion peptide	Siah-1 displacement
1	-4.8%	-7.8%	6.6%	-0.7%	6.3%
2	4.7%	-51.7%	-2.8%	0.0%	-3.1%
3	-5.2%	11.7%	3.1%	-1.3%	3.7%
4	-9.1%	-39.1%	0.9%	7.2%	-8.2%
5	12.3%	-6.4%	8.7%	2.9%	10.8%
6	-6.0%	-65.0%[20 µM]	-6.7%	0.9%	0.5%
7	-11.0%	14.5%	9.2%	2.6%	2.4%
8	-1.1%	19.7%	-10.9%	-0.4%	-5.4%
9	-4.1%	-2.8%	-61.1%	-1.0%	-3.0%
10	3.2%	-3.5%	5.6%	0.7%	4.1%

Random excerpt: three records from the list.
entry	Molecule	LYP phosphatase	NOD1 inhibition	Myeloid diff MLP	Myeloid diff MLP GFP+ MAC1+ %	KOR beta-arrestin-1
2	Cc1cc(Sc2nccn2C)ncc1[N+](=O)[O-]	1.4%	-9.0%	i	0.3	3.9%
5	COc1cc(C(=S)N2CCOCC2)ccc1OC(=O)c1cc([N+](=O)[O-])c(C)c([N+](=O)[O-])c1	14.5%	-12.2%	i	0.8	-0.9%
3	Cc1ccc(Cc2cc(C)n[nH]c2=O)cc1	0.1%	-0.6%	i	0.5	-1.9%

entry	Salmonella PhoP GFP	KOR beta-arrestin-2	NOD2 inhibition	HIV fusion peptide	Siah-1 displacement
2	4.7%	-51.7%	-2.8%	0.0%	-3.1%
5	12.3%	-6.4%	8.7%	2.9%	10.8%
3	-5.2%	11.7%	3.1%	-1.3%	3.7%

(more compounds)
entry	Molecule	LYP phosphatase	NOD1 inhibition	Myeloid diff MLP	Myeloid diff MLP GFP+ MAC1+ %	KOR beta-arrestin-1
11	COc1ccc(CCN2CC(C(=O)N(C)Cc3c(C)n[nH]c3C)CCC2=O)cc1 (stereo not drawn)	-6.9%	-10.3%	i	3.8	6.6%
12	O=C1NC2(CCCCCC2)C(=O)N1Cc1ccccc1F	1.3%	-8.2%	i	1.2	0.4%
13	COC(=O)C1=CN(Cc2ccc(F)cc2)C=C(C(=O)OC)C1c1ccc(O)c(OC)c1	-5.0%	28.7%	i	0.4	-1.9%
14	CCCCNC(=O)C1CC(=O)N(CCC(C)C)C1 (stereo not drawn)	0.9%	-0.3%	i	0.6	-1.4%
15	N=c1oc2ccccc2cc1C(=O)Nc1cccc(F)c1	-1.2%	-8.5%	i	0.5	0.2%
16	CCOc1ccc(C(=O)Nc2ccc3[nH]ncc3c2)cc1	-9.9%	-41.1%	i	0.2	6.2%
17	Cc1ccsc1/C=N/n1c(=S)[nH]nc(C)c1=O	-3.7%	-26.2%	i	0.2	6.1%
18	COc1ccc(NC(=O)C2C3CCC4C(CCC32)C4(Cl)Cl)cc1 (stereo not drawn)	-5.0%	-12.7%	i	1.5	-1.1%
19	O=C(c1cccnc1)N1CCC(Oc2ccc(C(=O)N3CCCC(O)C3)cc2)CC1 (stereo not drawn)	-6.5%	-7.5%	i	0.6	-0.6%
20	Cc1nc(C)c(-c2csc(Nc3ccc(S(N)(=O)=O)cc3)n2)s1	-4.6%	6.6%	i	0.4	-0.5%

entry	Salmonella PhoP GFP	KOR beta-arrestin-2	NOD2 inhibition	HIV fusion peptide	Siah-1 displacement
11	/	-17.8%	-4.2%	0.5%	1.2%
12	-9.9%	-1.6%	0.1%	-0.6%	3.2%
13	0.5%	9.3%	2.8%	-0.1%	3.1%
14	-2.4%	-2.7%	5.0%	20.2%	3.3%
15	-7.6%	-11.4%	-107.3%	0.6%	0.8%
16	-3.5%	-48.6%[20 µM]	-67.9%	-0.5%	-0.2%
17	10.3%	/	14.3%	0.5%	8.3%
18	-3.3%	-7.1%	10.0%	-1.2%	7.5%
19	-3.5%	-28.2%	19.7%	-0.4%	4.6%
20	-4.7%	-3.9%	32.0%	-0.2%	0.4%

(more compounds)
entry	Molecule	LYP phosphatase	NOD1 inhibition	Myeloid diff MLP	Myeloid diff MLP GFP+ MAC1+ %	KOR beta-arrestin-1
21	COc1ccccc1N1CCN(CC(=O)c2c(C)[nH]c3cc(C)ccc23)CC1	-6.4%	-20.3%	i	1.4	-5.7%
22	Nn1cnn(Cc2ccccc2)c1=S	2.4%	-17.2%	i	0.5	-2.0%
23	CCN(CC)S(=O)(=O)c1ccc(/C=C/C(=O)Nc2ccc(Br)cc2F)cc1	-4.5%	50.9%	i	0.5	5.8%
24	CCCC(=O)NC(c1ccc(OC)c(OC)c1)c1c(O)ccc2ccccc12 (stereo not drawn)	-0.1%	-8.5%	i	7.1	-2.4%
25	CC(=O)NS(=O)(=O)c1ccc2c(c1)Cc1cc(S(=O)(=O)NC(C)=O)ccc1-2	-8.9%	-23.9%	i	0.7	3.4%
26	CCOc1ccc(C2C(C(=O)c3ccc(C)o3)=C(O)C(=O)N2Cc2cccnc2)cc1 (stereo not drawn)	1.5%	20.6%	i	1.1	-0.8%
27	C1=CC2CC1CC2CNCc1ccco1 (stereo not drawn)	-10.9%	-4.2%	i	2.5	-0.1%
28	Cc1ccc(NC(=O)N2CCCCCC2)cc1C	0.4%	-59.2%	i	0.2	6.7%
29	COc1ccccc1/C=C/C(=O)N1CCCC1	1.0%	19.8%	i	0.9	0.1%
30	O=C(Nc1cccc(Br)c1)c1ccc2snnc2c1	-6.8%	-4.0%	i	1.5	-2.8%

entry	Salmonella PhoP GFP	KOR beta-arrestin-2	NOD2 inhibition	HIV fusion peptide	Siah-1 displacement
21	-0.6%	-5.0%	-4.3%	-0.8%	-2.4%
22	-9.1%	-8.1%	7.7%	-1.3%	-0.1%
23	-12.2%	25.6%	36.3%	-0.5%	-4.0%
24	8.9%	31.7%	9.3%	-0.8%	2.1%
25	-6.3%	1.3%[20 µM]	4.5%	1.5%	6.7%
26	1.2%	18.0%	2.3%	-3.1%	-1.1%
27	-4.6%	20.8%	13.5%	-2.1%	4.9%
28	-2.8%	-9.1%	-46.8%	1.0%	-3.7%
29	-14.0%	/	6.2%	-1.1%	-9.5%
30	9.8%	-14.1%	10.5%	3.4%	-5.6%

(listing goes on)
entry	Molecule	LYP phosphatase	NOD1 inhibition	Myeloid diff MLP	Myeloid diff MLP GFP+ MAC1+ %	KOR beta-arrestin-1
31	O=C(CSc1nnc(CNC(=O)c2ccco2)o1)Nc1ccc(OC(F)(F)F)cc1	-10.0%	-17.4%	i	1.5	-3.6%
32	Cc1ccc2c(CC(=O)Nc3nc(C)cs3)coc2c1	-3.0%	-19.2%	i	0.8	-1.3%
33	CCOCC(O)CS(=O)Cc1ccccc1 (stereo not drawn)	-1.1%	-9.8%	i	0.9	5.1%
34	COc1ccc(NC(C)C(=O)N/N=C/c2ccccc2OCc2cccc(Br)c2)cc1 (stereo not drawn)	-0.2%	-9.8%	i	0.2	4.9%
35	CCN(CC)C(=O)C(Oc1ccc(C)nc1[N+](=O)[O-])c1ccccc1 (stereo not drawn)	-9.4%	-16.8%	i	1.1	-3.5%
36	CC(=O)Nc1ccc(NC(=O)CSc2ccc(C(F)(F)F)cc2[N+](=O)[O-])cc1	-4.6%	-12.7%	i	0.2	0.1%
37	O=C(COc1ccc(Cl)cc1)N(Cc1ccccc1)c1ccccn1	0.7%	1.4%	i	0.9	1.7%
38	CC(Oc1ccccc1)c1ccn[nH]1 (stereo not drawn)	-8.7%	-8.0%	i	0.1	-1.7%
39	Cc1ccc(C(=O)N2CCCC2)cc1S(=O)(=O)Nc1ccccc1	-1.3%	-3.2%	i	1.2	0.7%
40	O=C(CNC(=O)c1ccco1)OCC(=O)c1ccccc1Cl	-7.3%	4.7%	i	0.5	1.6%

entry	Salmonella PhoP GFP	KOR beta-arrestin-2	NOD2 inhibition	HIV fusion peptide	Siah-1 displacement
31	-9.0%	21.5%	9.8%	-1.4%	3.7%
32	23.7%	-4.8%	-13.1%	-1.8%	1.4%
33	14.2%	-19.6%	16.0%	0.4%	-1.3%
34	-12.4%	-4.4%	12.4%	0.6%	-1.0%
35	3.7%	-15.6%	10.1%	-1.1%	11.2%
36	-8.2%	31.9%	-2.8%	0.3%	0.3%
37	3.1%	-4.7%	-9.7%	-2.3%	-0.2%
38	2.2%	-22.0%[20 µM]	5.4%	-1.3%	1.4%
39	-3.7%	-6.1%	2.3%	2.4%	0.8%
40	6.4%	-8.0%	7.1%	2.2%	2.3%

More records.
entry	Molecule	LYP phosphatase	NOD1 inhibition	Myeloid diff MLP	Myeloid diff MLP GFP+ MAC1+ %	KOR beta-arrestin-1
41	Cc1ccc([N+](=O)[O-])cc1NC(=S)NC(=O)C(C)(C)C	-2.6%	-9.7%	i	1.3	0.9%
42	Cc1ccc2c(Cl)c(C(=O)Nc3cccnc3)sc2c1	0.0%	87.9%*	i	0.3	5.2%
43	Cc1nc(Nc2nc3ccccc3o2)nc2c1CCC2	-4.2%	44.1%	i	0.9	-4.0%
44	CC(=O)OC1COC(N2CCc3cc([N+](=O)[O-])ccc32)C(OC(C)=O)C1OC(C)=O (stereo not drawn)	-2.7%	4.6%	i	0.6	-0.8%
45	Cc1cc(C)nc(SC(C)C(=O)N/N=C/c2cccs2)n1 (stereo not drawn)	-1.8%	25.7%	i	1.1	0.0%

entry	Salmonella PhoP GFP	KOR beta-arrestin-2	NOD2 inhibition	HIV fusion peptide	Siah-1 displacement
41	32.3%	14.1%	-10.4%	-2.1%	-0.1%
42	0.8%	-37.4%	-9.7%	1.4%	-2.6%
43	-9.9%	21.7%	-30.4%	0.6%	10.1%
44	-12.1%	-16.1%	17.1%	-2.1%	-2.9%
45	-0.8%	-5.2%	6.2%	4.2%	-1.8%
